Screening data from PubChem.
yeast rad50 = NCI yeast anticancer drug screen, S. cerevisiae rad50 strain. % growth inhibition at 50 µM. 79,000 tested, 10% active. AID 155;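 further: 0% = growth of vehicle-only cultures of the same strain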
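DNA repair mutant yeast, compound exposure, growth read-out; inhibition is taken relative to vehicle.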
yeast mlh1 rad18 = NCI yeast anticancer drug screen, S. cerevisiae mlh1 rad18 strain | 79,000 tested, 11% active | % growth inhibition at 50 µM;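 further: 0% = growth of vehicle-only cultures of the same strain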
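A repair-deficient yeast strain is exposed to test compound, and growth is scored relative to vehicle-treated controls.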
sgs1 mgt1 = NCI yeast anticancer drug screen, S. cerevisiae sgs1 mgt1 strain | 78,000 tested, 10% active | AID 161 | % growth inhibition at 50 µM;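 further: 0% = growth of vehicle-only cultures of the same strain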
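Mutant yeast exposed to compound; growth scored against vehicle-only wells.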
bub3 = NCI yeast anticancer drug screen, S. cerevisiae bub3 mutant strain; % growth inhibition at 50 µM; 78,000 tested, 9.9% active; AID 167;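 further: 0% = growth of vehicle-only cultures of the same strain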
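Whole-cell yeast assay. The mutant strain was incubated with compounds, and growth inhibition was determined by comparison with vehicle-treated cells.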
yeast mec2-1 = NCI yeast anticancer drug screen, S. cerevisiae mec2-1 strain. % growth inhibition at 50 µM. AID 157. 79,000 tested, 9% active;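 further: 0% = growth of vehicle-only cultures of the same strain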
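Each compound was tested on mec2-1 yeast, a strain altered in DNA damage repair or cell cycle control. Growth inhibition is reported relative to vehicle.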
cln2 rad14 = NCI yeast anticancer drug screen, S. cerevisiae cln2 rad14 strain; % growth inhibition at 50 µM; 78,000 tested, 8.3% active;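 further: 0% = growth of vehicle-only cultures of the same strain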
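Each compound was tested on cln2 rad14 yeast. Inhibition of growth was calculated against vehicle-exposed controls.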
An asterisk follows results filed as active; · = not tested or not shown; & = joins results of further samples. No stated cut-off is given here; in the data, active means growth inhibition above about 70%; inactive means the rest. Not a hit list; overall some 13% were active at least once.

SMILES	yeast rad50	yeast mlh1 rad18	sgs1 mgt1	bub3	yeast mec2-1	cln2 rad14
CCOC(=O)c1[nH]c2ccsc2c1C[N+]1(C)CCCCC1	38.1	16.3	36.9	-0.8	5.8	-3.7
Nc1nc(=O)[nH]c2n[nH]nc12	-18.2	0.2	6.7	-2.4	-7.2	-3.1
COc1ccc(C2=C(Cl)C(=O)N(c3ccc(OC)cc3)C(=O)C2(Cl)Cl)cc1	85.6*	95.8*	67.1	94.9*	97.8*	56.8
CC(C)(CNC(=O)C12CC3CC(CC(C3)C1)C2)NC(=O)C12CC3CC(CC(C3)C1)C2	15.9	27.8	14.1	0.8	12.5	11.1
COc1cc(Oc2c(O)c(C)c(OC)c(C(C)=O)c2O)c(C(C)=O)c(O)c1C	14.2	9.1	1.6	11.7	4.0	17.1
CC(=O)Oc1ccc2cc(Br)ccc2c1N(C(C)=O)C(C)=O	13.1	-1.9	10.8	24.6	-7.3	-66.5
CCOC(=O)c1c(=O)[nH]c(=O)n2c1[nH]c1ccccc12	6.2	11.4	0.8	-43.9	10.1	4.0
Cc1cc(Cl)c(O)c(-c2cc(-c3ccc([N+](=O)[O-])cc3)c3c(N)[nH]c(=O)nc3n2)c1	44.1	38.0	35.5	19.6	-4.7	6.2
Cc1cc(Br)ccc1N	-3.1	9.2	-9.5	19.1	1.9	-36.5
Cc1cccc(C2=N/C(=C\c3ccccc3)C(=O)O2)c1	7.2	5.3	18.8	5.8	7.5	10.8
Cc1cc(=O)n(C)c2ccc(N)cc12	-3.9	1.9	-4.0	10.5	3.8	-14.8
S=C1NCCO1	-17.1&13.8	-10.8&-11.7	-17.6&7.3	-20.4&-0.4	-20.9&-38.2	-35.5&4.4
O=C(O)c1ccc(Nc2cnc3ccc(C(F)(F)F)cc3n2)cc1	60.9	6.7	18.2	4.9	41.2	-0.1
Cc1cc(C)c(C2=c3ccccc3=C(c3ccccc3)C(=O)C2=O)c(C)c1	11.4	2.0	0.8	4.3	-13.1	-3.6
COc1ccc(NC(=O)C(Cc2ccccc2)NC(C)=O)cc1 (stereo not drawn)	48.6	6.2	3.1	9.7	-5.8	-55.5
COC(=O)C1C(O)C(C(=O)OC)C(C)N(C)C1C (stereo not drawn)	7.3	-4.5	-41.5	-18.2	-14.4	-26.1
CCCCCCCC/C=C\CCCCCCCCOC(N)=O	-30.7	-17.1	·	·	-26.8	·
CCOC(=O)NC(Nc1cccc(F)c1)(C(F)(F)F)C(F)(F)F	16.8	4.9	-22.4	-12.3	-9.1	20.9
CCCCC(CC)(C(=O)OCC)C(=O)OCC	16.3	-1.4	14.5	-5.0	-1.3	-5.4
CCCCOC(=O)C(C)OC(=O)Nc1ccccc1 (stereo not drawn)	5.8	12.0	16.1	18.6	23.4	-52.6
O=C(OCc1ccccc1)c1ccc(O)cc1	96.8*	99.0*	98.5*	97.8*	98.3*	85.8*
CC1OC(OC2C(OC(=O)[C@@H]3CC(C)(C)C[C@H]4C5=CC[C@@H]6[C@@]7(C)C[C@H](O)[C@H](OC8OC(CO)C(O)C(O)C8O)[C@@](C)(CO)[C@@H]7[C@H](O)C[C@@]6(C)[C@]5(C)CC[C@@]34C)OCC(O)C2O)C(O)C(O)C1O (stereo partly drawn)	-22.4	-64.4	-18.1	-1.8	-20.7	-14.2
CCOC(=O)c1ccc(Nc2sc(C(=O)c3ccc(Br)cc3)c(N)c2C#N)cc1	-9.4	-2.0	12.6	-3.6	-23.6	20.3
COc1cc(N=Nc2ccc(N)nc2N)c(OC)cc1N=Nc1ccc([N+](=O)[O-])cc1	12.6	27.1	1.8	9.4	23.0	21.6
O=Cc1ccc(N2OC(c3ccc([N+](=O)[O-])cc3)C(c3ccc([N+](=O)[O-])cc3)C2c2ccc([N+](=O)[O-])cc2)cc1 (stereo not drawn)	13.2	28.9	14.7	0.9	-1.8	25.4
CCOC(=O)Nc1c(CC)cc(CC)cc1CC	17.2	17.4	7.5	-20.3	2.8	14.9
Cc1cc(=O)c2cc(N=Cc3ccc([N+](=O)[O-])o3)ccc2o1	74.9*	40.0	42.6	6.1	17.9	21.2
c1ccc(-c2c(-c3ccc4c(c3)CCCC4)c(-c3ccccc3)c3c(c2-c2ccccc2)-c2cccc4cccc-3c24)cc1	-4.2	2.8	-2.5	-2.9	2.8	13.3
Cc1ccc(C)n1-n1c(Cc2ccccc2)n[nH]c1=O	-21.8	-12.7	-15.1	-31.8	-19.3	2.8
COc1ccc(C(C)(C)c2cc3c(cc2OCCO)OCO3)cc1	89.8*	93.3*	97.0*	90.2*	92.2*	60.1
O=C1NN(C2=NNC3(C(=O)N2)c2ccccc2-c2ccccc23)C(c2ccccc2)=N/C1=C/c1ccc(Cl)cc1	32.4	44.1	-13.5	18.4	17.4	-3.2
CSc1cc(/C=C/c2ccccc2)ccc1NC(C)=O	-2.0	1.1	9.8	6.8	15.3	11.3
N#CC(C(=O)CCC(=O)Nc1ccc(Cl)c(Cl)c1)c1ccccc1 (stereo not drawn)	-4.2	-10.8	2.8	16.4	-9.2	-2.8
Nc1ncnc2c1ncn2CC(O)CN(CCO)CCO (stereo not drawn) (tested in a mixture with another compound)	-5.0	22.2	-12.1	2.0	-3.1	18.8
Cc1cccc(-n2c(N)cc(=O)[nH]c2=S)n1	-11.5	-4.2	-7.8	-10.1	-2.2	-38.4
NNc1ncnc2c1ncn2C1OC(CO)C(O)C1O (stereo not drawn)	-9.8	-15.2	0.1	1.4	-12.8	-21.9
O=C(O)C1CSC2(CCCC2)N1 (stereo not drawn)	16.6	-1.6	12.1	5.7	4.2	4.3
COC1CC(NC(C)=O)C(O)C(C)O1 (stereo not drawn)	-10.2	1.5	-10.6	5.7	-12.4	-40.0
Cn1c(=S)c2[nH]c(SCCN3CCOCC3)nc2n(C)c1=O	98.5*	98.7*	99.4*	99.0*	99.5*	61.0
COc1c(F)c(F)c(/C(O)=C\c2nc3ccccc3[nH]c2=O)c(F)c1F	-19.6	-11.3	-17.4	-2.0	-22.9	13.6
CN(C)CCC(O)(c1ccccc1)C(O)(CCN(C)C)c1ccccc1 (stereo not drawn)	-3.1	-16.4	-8.4	-13.8	-14.8	-8.8
CC(=O)[C@@]1(c2ccccc2)N(C(=O)c2ccccc2)[C@@]1(C)C(=O)c1ccccc1	22.1	-0.8	14.4	3.9	2.2	53.1
COc1ccc(C(CC(=O)O)CC(=O)O)cc1	46.3	44.5	16.9	6.3	12.3	15.1
CC(CC=O)P(=O)(c1ccccc1)c1ccccc1 (stereo not drawn)	8.3	-3.7	10.7	-1.2	-7.9	43.2
O=[N+]([O-])c1cc([N+](=O)[O-])c2nc3ccccn3c2c1	-1.9	-11.7	·	·	-43.9	·
CCOc1ccccc1NC(=O)CCC(=O)NN	-12.2	-14.2	8.1	9.1	12.4	17.2
Nc1ncc2ncn(CCO)c2n1	-22.1	3.7	23.1	-6.8	-15.4	1.9
Cc1cc(N(CCO)CCO)c2ccc3cc4ccccc4cc3c2n1	38.5	23.9	9.3	18.3	16.6	8.3
CCNC(=S)Nc1ccc(Cl)cc1	27.2	35.8	39.0	53.4	40.4	-6.1
Clc1ccc(C2OCCCO2)cc1	-21.1	-1.6	-9.7	-8.4	7.8	10.2
CC(C)c1cc(C(C)C)c(S(=O)(=O)ON)c(C(C)C)c1	8.0	5.0	-9.2	-8.9	-0.1	-56.0
O=C1C(Cl)N(c2ccccc2[N+](=O)[O-])C1c1c[nH]c2ccccc12 (stereo not drawn)	-13.6	-31.7	3.6	-26.2	-22.6	-19.9
CC(C)C/C(=N\NC(=O)c1ccncc1)c1cc(Cl)ccc1O	18.9	20.4	11.6	5.5	2.3	1.1
CCCCCN(CCCCC)CC(=O)OCC1(C)CCCC2(C)C3CCC(C(C)C)=CC3=CCC12 (stereo not drawn)	-3.5	28.4	74.2*	-8.1	-9.8	-59.0
CCOC(=O)C1(C)Nc2ccc3ccccc3c2NC1=O (stereo not drawn)	-3.5	22.5	23.2	25.4	27.3	-7.0
C=CCC(C)(C)C=O	-1.0	-2.5	-10.8	-20.4	-7.6	-8.4
CCCCN(CCCC)CCCC(O)c1c2ccccc2nc2ccccc12 (stereo not drawn)	-3.5	12.6	7.6	1.4	-6.0	-13.9
C=C(CO)CC(CC(=C)CCS(=O)(=O)c1ccccc1)S(=O)(=O)c1ccccc1 (stereo not drawn)	8.6	-5.8	-0.9	7.3	1.8	8.8
COC(=O)C(C#N)C1NC(=O)c2ccccc21 (stereo not drawn)	9.8	7.2	10.2	-8.3	-2.4	1.4
C1CCC(NCCNC2CCCCC2)CC1	11.8	10.3	5.5	-2.8	-16.9	18.6

(more compounds)
SMILES	yeast rad50	yeast mlh1 rad18	sgs1 mgt1	bub3	yeast mec2-1	cln2 rad14
O=C(CCc1ccccc1)ON1C(=S)NC(c2ccccc2)(c2ccccc2)C1=S	29.7	72.4*	63.3	79.2*	55.7	70.2*
CC(/C=C/c1ccco1)=N\NC(=S)NCC(C)C	63.5	75.5*	81.2*	83.5*	61.9	64.4
Clc1ccccc1C=NCCN=Cc1ccccc1Cl	-1.8	1.1	-3.5	3.4	-14.8	0.5
CC(=O)OC(C)C(O)C(O)C(/C=C/C1CC=CC(=O)O1)OC(C)=O (stereo not drawn)	32.2	11.8	23.6	19.6	9.4	10.6
Cc1ccc([N+](=O)[O-])cc1NC(=O)NCCO	1.1	-1.8	-6.3	1.0	1.6	-71.0
Oc1[nH]c2ccccc2c1N=NC(=S)N1CCCCCC1	54.5	79.8*	83.2*	87.1*	72.2*	78.5*
CCc1c(O)sc2c(c1=O)C(=NCC(C)C)CC(C)(C)N2	40.3	53.9	34.1	10.8	24.1	27.4
NC(=O)c1nsc(-c2ccc([N+](=O)[O-])cc2)c1N	-10.8	-3.7	-1.8	-17.8	0.9	30.6
O=C(/C=C/c1ccccc1)NC(=S)Nc1cc(Cl)ccc1O	2.5	6.8	6.2	12.7	7.8	5.5
CC(SC(C)c1ccccc1)c1ccccc1 (stereo not drawn)	-5.8	3.6	-8.7	-8.1	-16.6	-11.9
O=C(O)C1CCOCC1	9.9	-0.4	2.4	15.2	0.7	4.0
C=CCCC/C(C)=N/NS(=O)(=O)c1ccc(C)cc1	-4.4	-11.1	-18.8	-9.6	-29.8	-11.2

Results in bub3 (two entries from above):
mol | bub3
Clc1ccccc1C=NCCN=Cc1ccccc1Cl | 3.4
CC(SC(C)c1ccccc1)c1ccccc1 (stereo not drawn) | -8.1

Quoted from the listing:
sgs1 mgt1, Oc1[nH]c2ccccc2c1N=NC(=S)N1CCCCCC1 = 83.2*
yeast mlh1 rad18, Cc1ccc([N+](=O)[O-])cc1NC(=O)NCCO = -1.8
sgs1 mgt1, CC(=O)OC(C)C(O)C(O)C(/C=C/C1CC=CC(=O)O1)OC(C)=O (stereo not drawn) = 23.6

New compounds follow
SMILES	yeast rad50	yeast mlh1 rad18	sgs1 mgt1	bub3	yeast mec2-1	cln2 rad14
CC(C)CCC[C@@H](C)C1CCC2[C@@H]3CC=C4C[C@@H](C(=O)NCC[N+](C)(C)CCCS(=O)(=O)[O-])CC[C@]4(C)C3CC[C@@]21C (stereo partly drawn)	-21.8	-16.1	-52.7	-28.1	-6.0	-11.3
Cc1ccc(S(=O)(=O)C2(Sc3ccccc3)SC2C(=O)c2ccccc2)cc1 (stereo not drawn)	45.5	48.6	53.2	53.0	24.6	50.2
O=[N+]([O-])c1cccc(/C=C/c2ccnc3ccccc23)c1	10.2	4.2	3.0	19.4	-13.1	5.7
CCOC(=O)c1[nH]n(-c2ccccc2)c(=O)c1/C=N/C(=S)NCc1ccccc1	-6.8	7.4	8.8	-14.3	-3.4	-10.8
CC1OC(OC(=O)c2ccc([N+](=O)[O-])cc2)CC(NC(=O)C(F)(F)F)C1OC(=O)c1ccc([N+](=O)[O-])cc1 (stereo not drawn)	7.4&3.1	-2.8&-5.7	-14.8&-1.6	0.6&0.7	0.2&-8.2	13.7&-35.3
O=C(SCc1oc2ccccc2c1O)c1ccccc1	12.8	13.3	16.5	-7.3	13.7	-3.8

Part of the list above, with two lines to a compound.
Below each compound: yeast rad50 | yeast mlh1 rad18 | sgs1 mgt1 | bub3 | yeast mec2-1 | cln2 rad14
- O=[N+]([O-])c1cccc(/C=C/c2ccnc3ccccc23)c1
  10.2 | 4.2 | 3.0 | 19.4 | -13.1 | 5.7
- O=C(SCc1oc2ccccc2c1O)c1ccccc1
  12.8 | 13.3 | 16.5 | -7.3 | 13.7 | -3.8

Structural class, those above with two or more sulfur atoms
SMILES	yeast rad50	yeast mlh1 rad18	sgs1 mgt1	bub3	yeast mec2-1	cln2 rad14
Cn1c(=S)c2[nH]c(SCCN3CCOCC3)nc2n(C)c1=O	98.5*	98.7*	99.4*	99.0*	99.5*	61.0
C=C(CO)CC(CC(=C)CCS(=O)(=O)c1ccccc1)S(=O)(=O)c1ccccc1 (stereo not drawn)	8.6	-5.8	-0.9	7.3	1.8	8.8
O=C(CCc1ccccc1)ON1C(=S)NC(c2ccccc2)(c2ccccc2)C1=S	29.7	72.4*	63.3	79.2*	55.7	70.2*
Cc1ccc(S(=O)(=O)C2(Sc3ccccc3)SC2C(=O)c2ccccc2)cc1 (stereo not drawn)	45.5	48.6	53.2	53.0	24.6	50.2
